RTF Ca sens act: cardiac RTF calcium sensitivity activators, primary screen, biochemical, IANBD-TnC fluorescence, EC20 calcium | Troponin I, cardiac muscle (Homo sapiens) + Troponin T, cardiac muscle (Homo sapiens) + … | IANBD-labeled TnC RTF fluorescence at EC20 calcium; 0% EC20 calcium, 100% full calcium | activation, % at 7.2 µM | actives 0.24% (n = 340,000) | AID 493008, 2010;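 active = activation above the mean over all tested compounds plus 3 SD, cut at about 30% in these data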;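 also: rise in fluorescence read as greater calcium sensitivity of cardiac thin filaments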
Keap1-Nrf2 PPI: Keap1-Nrf2 protein-protein interaction inhibitors, primary screen, biochemical, fluorescence polarization, single point. Kelch-like ECH-associated protein 1 (Homo sapiens), Q14145. Keap1 Kelch-Nrf2 peptide fluorescence polarization, 1536-well. inhibition, % at 9.4 µM. actives 0.15% (n = 340,000). AID 504523, 2011; in the data active = inhibition above about 12%;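 also: human Keap1 Kelch domain with fluorescein labeled Nrf2 9mer peptide probe; 0% = neutral control wells and 100% = peptide positive control; higher means more block of Keap1 binding to Nrf2 peptide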
CDK5 p35 inh: inhibitors of human CDK5/p35 kinase, primary screen, biochemical, single concentration; Cyclin-dependent kinase 5 (Homo sapiens) + Cyclin-dependent kinase 5 activator 1 (Homo …; Recombinant CDK5/p35, ADP-Glo luminescence, 60 min; AID 488839, 2010; inhibition, % at 10 µM; actives 0.01% (n = 330,000);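 active = highest replicate inhibition of at least 50% and at least 75% of replicates reaching 50%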;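 also: plate controls were DMSO neutral control for no effect and GW8510 at 10 µM for full effect; many of its hits are not listed in these tables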
PfHsp90 yeast 2: growth inhibition of PfHsp90-expressing yeast, primary screen, antimalarial PfHsp90 inhibitor project, S. cerevisiae, BacTiter-Glo luminescence, single point, set 2. actives 0.32% (n = 310,000). BacTiter-Glo ATP, 48 h; yeast lacking PDR1 and PDR3 efflux regulators. AID 504621, 2011. inhibition, % at 9.4 µM;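 active = every replicate shows inhibition above about 80%, whatever the replicate mean, limit read from the data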;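 also: 0% = DMSO neutral controls and 100% = 20 µM radicicol positive controls; yeast relying on Plasmodium falciparum Hsp90 in place of its own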
RTF Ca sens inh: cardiac RTF calcium sensitivity inhibitors, primary screen, biochemical, IANBD-TnC fluorescence, EC70 calcium | AID 493244, 2011 | IANBD-labeled cardiac RTF, Ca2+ fluorescence | Troponin I, cardiac muscle (Homo sapiens) + Troponin T, cardiac muscle (Homo sapiens) + … | inhibition, % at 7.15 µM | actives 0.12% (n = 340,000);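 active = inhibition above the mean inhibition of all tested compounds plus 3 SD, cut at about 17% in these data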;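 also: assay run at fixed EC70 calcium of 1.6 mM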
PvdQ acylase: P. aeruginosa PvdQ acylase inhibitors, primary screen, biochemical, fluorescence, plate reader and imaging, single point; purified PvdQ acylase; inhibition, % at 10 µM; actives 0.063% (n = 340,000); in the data active = inhibition above about 30%, passing the limit was not always enough;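 also: 0% = vehicle neutral wells and 100% = reference inhibitor wells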
Mot1-301 SUMO: yeast Mot1-301 growth rescue at high temperature, primary screen, SUMOylation pathway inhibitor project, S. cerevisiae, ATP luminescence, 38.5C. S. cerevisiae Mot1-301 growth rescue; percent above DMSO median, 100 means doubled. actives 1% (n = 320,000). growth rescue, % at 18.8 µM;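 active = every valid replicate shows activation above 250% relative to neutral control wells; inactive = the rest, any valid replicate at or below 250%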;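 also: OY570 slx delta 5 strain wells were the positive control but not used for scaling; some compounds called inactive have numbers as strong as hits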
C-LANA FP: inhibitors of KSHV C-LANA binding to DNA, primary screen, biochemical, fluorescence polarization, FAM-LBS DNA, MBP-C-LANA, single point; Kaposi's sarcoma herpesvirus LANA C-terminal domain (residues 932-1162) DNA binding; inhibition, % at 9 µM; actives 0.078% (n = 340,000); AID 504423, 2011;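 active = highest replicate inhibition at or above 60% at 9 µM, even if other replicates fall short; inactive = all replicates below 60% inhibition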;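 also: 0% = neutral control wells and 100% = 4 µM acridine orange control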
Rtt109 HAT inh: inhibitors of C. albicans Rtt109/Vps75 HAT, primary screen, biochemical, ThioGlo CoA-SH fluorescence, plate reader; AID 540336, 2011; actives 0.16% (n = 330,000); inhibition, % at 34.9 µM; purified Rtt109/Vps75, 4 h;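 active = inhibition of at least 50% in every replicate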
Target sequence (Q5AAJ8 whole entry, looked up): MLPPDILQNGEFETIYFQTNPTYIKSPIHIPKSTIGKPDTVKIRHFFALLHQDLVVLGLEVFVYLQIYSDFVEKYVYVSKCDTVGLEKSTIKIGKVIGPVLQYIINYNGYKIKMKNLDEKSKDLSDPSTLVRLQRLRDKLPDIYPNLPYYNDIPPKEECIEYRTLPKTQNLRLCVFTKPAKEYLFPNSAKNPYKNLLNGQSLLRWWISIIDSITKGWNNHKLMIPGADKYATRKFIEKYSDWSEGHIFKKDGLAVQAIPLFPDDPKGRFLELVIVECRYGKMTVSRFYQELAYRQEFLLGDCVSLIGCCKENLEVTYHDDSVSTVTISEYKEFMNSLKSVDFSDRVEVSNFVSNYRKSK
NSD2 inh: NSD2 histone methyltransferase inhibitors, primary screen, biochemical, AlphaScreen, single concentration, set 2. Histone-lysine N-methyltransferase NSD2 (Homo sapiens), O96028. NSD2 peptide methylation, 120 min. inhibition, % at 12.5 µM. actives 0.54% (n = 310,000). AID 743445, 2014; in the data active = inhibition above about 50%
dFosB act: activators of delta FosB homodimer, primary screen, biochemical, fluorescence polarization, TAMRA-CDK5 oligo, single point. purified delta FosB; percent of positive-control signal above neutral wells. activation, % at 25 µM. actives 0.99% (n = 340,000);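 active = mean activation above about 17%, with every replicate also reaching it, limit read from the data, passing the limit was not always enough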;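 also: fluorescence polarization rise as delta FosB binds a TAMRA Cdk5 AP-1 oligo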
Target sequence (P13346 whole entry, looked up): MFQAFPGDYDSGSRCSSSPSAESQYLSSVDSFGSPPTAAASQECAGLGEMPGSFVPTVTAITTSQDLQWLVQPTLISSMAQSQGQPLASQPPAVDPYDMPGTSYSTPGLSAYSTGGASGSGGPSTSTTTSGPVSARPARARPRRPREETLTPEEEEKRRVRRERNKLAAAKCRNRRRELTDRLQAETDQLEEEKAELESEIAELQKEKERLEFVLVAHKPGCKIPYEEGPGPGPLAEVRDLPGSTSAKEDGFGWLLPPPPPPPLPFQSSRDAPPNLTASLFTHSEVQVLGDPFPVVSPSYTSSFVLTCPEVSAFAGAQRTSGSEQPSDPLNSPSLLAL
* = called active by the depositor; x = no result given.

SMILES	RTF Ca sens act	Keap1-Nrf2 PPI	CDK5 p35 inh	PfHsp90 yeast 2	RTF Ca sens inh	PvdQ acylase	Mot1-301 SUMO	C-LANA FP	Rtt109 HAT inh	NSD2 inh	dFosB act
Cc1ccc(NC(=O)CCCc2ccccc2)c([N+](=O)[O-])c1	2	1	-0.9	-12	1	-18	-16	-1.4	-3	3	3
O=C1c2ccccc2C(=O)c2c1ncn2-c1ccccc1	1	-3	x	-43	-10	-20	-8	0.0	10	-2	0
CCN1C(=NCCc2ccc(Br)cc2)N[C@@H](c2ccccc2)[C@H](C(=O)OC)[C@H]1C	-5	-4	1.9	23	4	-7	-1	-0.7	-3	x	7
Cc1ccc(C(=O)Nc2nnc(-c3ccncc3)o2)cc1	-8	-2	-0.6	-7	-3	-6	7	-2.3	1	0	3
Cc1cc(C)cc(OCC(=O)OCc2nnc(-c3ccccc3)o2)c1	6	5	0.5	14	-5	-1	x	-0.6	11	-5	-16
Fc1ccc(N/N=C/C=C/c2ccccc2)c(F)c1	-5	2	2.1	12	13	5	219	-1.6	-8	2	3
O=C(OCn1nnc2ccccc2c1=O)C1CCN(S(=O)(=O)c2cccs2)CC1	3	-2	1.0	x	4	-14	159	0.2	2	1	-2
O=C(/C=C/c1ccccc1)NCCc1ccccc1	-1	1	1.7	-2	2	9	1	3.3	3	x	-12
O=C1CC(C(=O)O)NC(=S)N1 (centres undefined)	-6	-1	-0.6	x	-3	-11	x	0.5	-12	4	4
O=C(N/N=C/c1c(Cl)[nH]c2ccccc12)c1sc2ccccc2c1Cl	3	-4	x	-60	-10	-3	-12	0.5	-6	-1	10
C/C(=N/N=C(/C)c1cccs1)c1cccs1	-4	1	2.8	-1	-3	13	16	-0.8	-2	-2	4
CCc1noc(C)c1C(=O)N(C)CC(=O)Nc1ccccc1Br	3	-3	0.9	-3	-7	-18	0	-0.6	-15	2	6
Cc1ccc(C(C)(c2ccc(N)cc2)c2ccc(N)cc2)cc1	-2	3	-2.4	8	3	2	67	1.1	3	x	-2
COc1ccc(C(=O)Nc2cccc(OC(=O)c3ccc(C)c(C)c3)c2)cc1	-1	-5	-9.1	-10	-9	-13	-14	0.3	4	1	-7
CCN(CC)S(=O)(=O)c1ccc(NC(=O)c2ccc(Cl)nc2)cc1	6	-4	-1.7	-6	3	5	-14	0.8	10	4	-10
Cc1cc(Cl)ccc1C(=O)C1CCCN(C(=O)c2ccsc2)C1 (centres undefined)	-4	-1	1.7	-2	-2	-7	2	0.5	-1	-2	-6
Cc1cc(C(=O)Nc2cccc(/C=C/C(=O)O)c2)c(C)o1	-1	-1	-1.4	14	-6	-9	7	0.0	13	1	0
CC(C)c1ccc(CNC(=O)C2CC(=O)N(C3CCCCC3)C2)cc1 (centres undefined)	-2	-3	-0.7	9	-5	-10	11	-0.5	-12	-1	0
CCCn1c(N)c(N(CCOC)C(=O)c2ccc(C#N)cc2)c(=O)[nH]c1=O	4	-5	-1.6	-8	-4	-26	-14	1.0	-7	x	2
COc1ccccc1NC(=O)NC1(C(=O)NCC2CCCO2)CCCCC1 (centres undefined)	-1	-6	-0.5	18	2	-12	5	1.0	2	0	2
O=C1C=C(O)CC(c2ccc(Cl)c(Cl)c2)C1 (centres undefined)	-3	-6	-5.1	-10	2	-4	-9	0.9	-11	-3	-9
CC(=O)Nc1ccc(NC(=O)c2c(C)nc3ccccn23)cc1	6	0	-1.7	8	3	1	-23	-1.9	-5	0	-6
Cc1nnc(SCC(=O)Nc2sc3c(c2C#N)CCCCC3)n1N	3	-6	-1.3	6	-10	12	6	2.4	26	1	-4
O=C1CSc2ccc(C(=O)NCC(c3ccco3)N3CCCCC3)cc2N1 (centres undefined)	1	3	-1.8	8	-2	-12	-23	1.0	1	5	1
COc1cc(NC(=O)CSc2nnc3ccc(-c4ccncc4)nn23)cc(OC)c1	-6	-1	0.4	8	0	0	0	-0.5	-3	1	-14
C=CCNC(=O)NC(=O)COC(=O)/C=C/c1cccc([N+](=O)[O-])c1	-1	3	0.8	x	-10	-8	-6	0.4	1	1	-5
COc1ccc(S(=O)(=O)N2CCCC(C(=O)Nc3ccc(OC)c(OC)c3)C2)cc1 (centres undefined)	5	-4	-0.2	x	-22	-15	-12	0.7	4	-3	-12
Nc1cnc(CNc2ccccc2Cl)cn1	-2	-1	-1.2	-13	-18	-4	181	-1.0	-5	x	3
CN(C(=O)c1ccc(Br)o1)C1CCS(=O)(=O)C1 (centres undefined)	-5	-3	0.1	17	-6	-6	-4	-0.6	-13	-2	3
CCCCCN(C(=O)CCC(=O)OCC(=O)c1ccc(CCC)cc1)c1c(N)n(CCCC)c(=O)[nH]c1=O	-23	-3	0.9	-14	-6	7	382	-0.2	3	-1	-12
CCOC(=O)N1CCN(S(=O)(=O)c2cccs2)CC1	0	2	0.9	3	-7	-6	274	1.3	6	5	-3
O=C(NCc1ccccn1)C(=O)NCC1OCCN1S(=O)(=O)c1ccc(F)cc1 (centres undefined)	-4	-2	-3.8	-4	5	-1	-2	-1.1	-5	-3	-1
CC(C)(C)CNc1cc(N2CCCC2)ccc1[N+](=O)[O-]	-3	-5	2.8	15	-3	2	59	0.5	-4	0	1
COCC(=O)N(Cc1nc2ccccc2c(=O)[nH]1)Cc1cccs1	2	-5	0.0	-1	-5	-4	-1	0.0	0	19	-2
CC(C)(O)CNC(=O)C(Cc1ccccc1)N1C(=O)c2ccccc2C1=O (centres undefined)	-5	4	0.2	28	-6	-15	-2	-3.0	-8	-2	-7
COc1ccccc1C1CC(c2ccco2)=NN1S(C)(=O)=O (centres undefined)	3	-9	-0.7	43	-20	-12	0	-0.1	-1	1	1
CNC(=S)NNc1ccccc1[N+](=O)[O-]	-1	-6	0.3	-3	-10	-12	-5	1.9	5	4	2
CC1(C)Cc2cccc(OCC(=O)OCC(=O)NCc3ccc(F)cc3)c2O1	-3	-3	-1.1	x	-4	-16	82	0.0	5	1	-5
COc1ccc(S(=O)(=O)Nc2cccc3c2O[C@H](CN(C)S(=O)(=O)c2ccc(F)cc2)[C@H](C)CN([C@H](C)CO)C3=O)cc1	-2	-8	-5.1	6	-9	-4	-8	3.0	-4	x	-2
O=C(c1ccc(F)cc1)n1ccc(-c2cnc(-c3ccccc3)s2)n1	2	-4	2.0	-11	-3	-13	1	-0.1	-3	-2	4
O=C(CSc1nc2ccccc2[nH]1)c1ccco1	-4	-2	0.9	14	2	-9	-3	-1.4	4	1	-2
CCc1cc(-c2n[nH]c(=S)n2Cc2ccccc2)cs1	3	-4	-1.1	-8	-2	1	0	0.1	7	10	-5
N/C(=N\c1nc2ccccc2o1)NC(=O)c1ccc(Cl)cc1	-5	-2	0.2	-10	-12	-2	1	-0.8	-7	-4	1
COCCC1CCCCN1C(=O)c1cccc(OC2CCN(C3CCCC3)CC2)c1 (centres undefined)	-7	-5	3.2	-2	-2	-12	4	0.0	-2	-4	-15
Cc1ccc(N/C(N)=N/c2nc(C(F)(F)F)cc(C(F)(F)F)n2)cc1	-2	-5	-2.2	10	2	6	55	-0.6	-1	1	2
CCN(CC)CCNC(=O)c1cc2cc3ccc(OC)cc3nc2o1	-4	-6	-0.1	7	4	12	188	-2.4	0	25	-20
O=C(CN1CCCCC1)NC(=O)NC1CCCC1	2	0	-0.9	-6	-8	-19	0	2.4	6	-1	8
CC(=O)Nc1ccc(C(=O)CSc2nnc(Cc3ccccc3)o2)cc1	-1	-3	1.1	1	-7	5	x	-0.5	-5	-2	32*
Cc1ccc(SCCC(=O)N/N=C/c2cccnc2)cc1	0	-2	-1.8	-23	-14	-8	-12	-1.1	10	-6	3
COc1ccc(Cl)cc1S(=O)(=O)N1CCC(C(=O)N2CCOCC2)CC1	-3	5	0.7	-23	-8	-2	135	0.4	-2	-1	2
CN(CC(=O)Nc1ccccc1Cl)C(=O)c1cc2c(s1)CCCCC2	-10	0	0.9	-1	-21	2	x	-1.1	-1	3	-3
C[C@]12CCC(=O)C=C1C=CC1C2CC[C@@]2(C)C1CC[C@@]21CCC(=O)O1 (some centres undefined)	4	-3	2.3	17	2	-9	x	-2.5	-3	1	-8
C[C@@H]1O[C@@H](O[C@H]2[C@H](O)[C@@H](O)[C@H](Oc3c(-c4ccc(O)cc4)oc4cc(O)cc(O)c4c3=O)O[C@@H]2CO)[C@H](O)[C@H](O)[C@H]1O	-5	-1	1.7	10	4	7	-11	1.1	6	x	-6
CCCCCOc1ccc(C(=O)OC(C)C(=O)NCc2ccco2)cc1 (centres undefined)	0	-3	1.4	1	-7	-10	7	-2.1	2	1	-11
CCN(CC)c1ccc(Nc2nc(-c3cccnc3)cs2)cc1	1	0	-1.8	9	-11	-15	67	0.1	-9	7	-11
Cc1cc(CCC(=O)O)c(C)cc1CCC(=O)O	8	-8	-1.1	8	-21	0	5	-0.3	-3	1	0
Cc1ccnc(NS(=O)(=O)c2ccc(NS(=O)(=O)c3cccs3)cc2)n1	5	-5	1.1	28	1	-12	1	1.7	9	3	4
CCSC(=O)CCCCCCCCCCCO	-7	-1	0.1	12	-1	2	107	0.1	23	-2	-1
CC1(C)S[C@@H]2C(C(=O)OCc3ccccc3)NC(=O)N2C1C(=O)OCc1ccccc1 (some centres undefined)	-4	-3	2.0	x	-11	-14	-3	0.3	-3	x	-4
Cc1ccccc1Cn1nc(C)c(NC(=O)C2c3ccccc3Oc3ccccc32)c1C	3	0	1.3	-31	6	-3	2	-1.3	10	1	1

Random excerpt: two records from the list, in no set order.
SMILES	RTF Ca sens act	Keap1-Nrf2 PPI	CDK5 p35 inh	PfHsp90 yeast 2	RTF Ca sens inh	PvdQ acylase	Mot1-301 SUMO	C-LANA FP	Rtt109 HAT inh	NSD2 inh	dFosB act
Cc1cc(CCC(=O)O)c(C)cc1CCC(=O)O	8	-8	-1.1	8	-21	0	5	-0.3	-3	1	0
CCN(CC)c1ccc(Nc2nc(-c3cccnc3)cs2)cc1	1	0	-1.8	9	-11	-15	67	0.1	-9	7	-11

Screens as filed in PubChem BioAssay.
